NTR1 agonist: NTR1-driven beta-arrestin-GFP spot formation – imaging, U2OS cells, high content, primary screen (AID 493036); P30989; agonist mode; activation, % at 20 µM; 330,000 tested, 0.17% active;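 active means activation at or above 40% of the spot to cytoplasm intensity ratio, with at least 20 cells analyzed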;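 further: 0% = DMSO without peptide and 100% = 100 nM NTR1 peptide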
Target sequence (P30989 whole entry, looked up): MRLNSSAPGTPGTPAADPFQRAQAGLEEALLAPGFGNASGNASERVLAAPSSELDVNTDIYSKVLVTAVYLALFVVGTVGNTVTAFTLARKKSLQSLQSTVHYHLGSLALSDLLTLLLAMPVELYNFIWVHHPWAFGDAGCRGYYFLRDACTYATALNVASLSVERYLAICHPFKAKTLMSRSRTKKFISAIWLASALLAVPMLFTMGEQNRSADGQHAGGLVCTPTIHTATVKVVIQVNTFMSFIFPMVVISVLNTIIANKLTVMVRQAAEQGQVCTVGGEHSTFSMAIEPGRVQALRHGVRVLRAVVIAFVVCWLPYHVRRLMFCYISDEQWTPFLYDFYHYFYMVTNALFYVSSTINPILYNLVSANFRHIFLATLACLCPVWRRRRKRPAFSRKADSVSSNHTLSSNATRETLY
KOR beta-arrestin-1: KOR antagonists, beta-arrestin recruitment, cell-based, luminescence, uHTS (AID 1778); inhibition, % at 10 µM, or IC50 in µM where a hit was titrated; 290,000 tested, 0.091% active; KOR beta-arrestin recruitment, luminescence, antagonist mode; higher % means a stronger effect; further: strong numbers were not always called active
NOD1 inhibition: inhibition of NOD1-driven NF-kB reporter – cell-based, luminescence, uHTS, primary screen (AID 1578); one-dose inhibition, % at 4 µM; EC50 in µM for titrated hits; 290,000 tested, 1% active; NOD1-driven NF-kB luciferase reporter cells, luminescence; higher % means a stronger effect; in the data active means inhibition mostly above about 36%, no sharp cut-off; inactive means mostly below about 34%;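 further: HEK-293T reporter cells stimulated with the NOD1 agonist gamma-tri-DAP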
HEK293 NOD2/NF-kB: inhibition of NOD2-driven NF-kB reporter – cell-based, luminescence, uHTS, HEK293 (AID 1566) | HEK293 NOD2/NF-kB luciferase reporter, luminescence; higher % means a stronger effect | inhibition, % at 4 µM; hits with a dose series show EC50 in µM | 290,000 tested, 0.63% active; further: many of its hits are not listed in these tables
TNAP activators: human TNAP enzyme activators, primary screen, biochemical, luminescent, no phosphate acceptor, uHTS (AID 1001); purified TNAP, luminescent activation assay, no phosphate acceptor; higher activation fold means a stronger effect; one-dose activation fold at 20 µM; EC50 in µM for titrated hits; 200,000 tested, 0.03% active; in the data active means activation fold from about 3, or a potency from the dose series; inactive means the rest, 99 in 100 with activation fold below about 1.6; further: many of its hits are not listed in these tables
Yfh1-off respiration: enhancers of respiration in Yfh1-depleted yeast, dose response, Friedreich's ataxia, plus single-dose screen (AID 1465); S. cerevisiae Yfh1-off respiration, WST-1 reduction, 72 h; higher fold induction means a stronger effect; one-dose fold induction at 50 µM; EC50 in µM for titrated hits; 220,000 tested, 0.074% active;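 active means fold induction of absorbance versus untreated yeast above a set limit, then at least 30% activation at any dose in follow-up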;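 further: activators that raise dye reduction in frataxin-depleted yeast; strong numbers were not always called active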
KOR beta-arrestin-2: kappa opioid receptor activators – cell-based, luminescence, uHTS, primary screen (AID 1777); KOR beta-arrestin recruitment, luminescence; higher % means a stronger effect; one-dose activation, % at 10 µM; EC50 in µM for titrated hits; 280,000 tested, 0.02% active; in the data active means activation above about 50%, passing the limit was not always enough; further: a part of the inactive calls stands beside numbers as strong as those of hits
GPR55 beta-arrestin: GPR55 agonists via beta-arrestin recruitment, primary screen, imaging, U2OS cells, beta-arrestin-GFP redistribution (AID 1961); activation, % at 10 µM; hits with a dose series show EC50 in µM; U2OS GPR55 beta-arrestin-GFP redistribution imaging; higher % means a stronger effect; 290,000 tested, 0.048% active;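 active means activation above 40% with more than 50 cells counted in the well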;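 further: U2OS osteosarcoma cells stably expressing GPR55 and beta-arrestin-GFP; plate controls were DMSO negative control for no effect and LPI positive control for full effect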
CSM14.1 death rescue: protection against thapsigargin-triggered cell killing – 384-well, CSM14.1, ATP luminescence, primary screen (AID 1222); CSM14.1 thapsigargin-induced death rescue, ATP luminescence; higher % means a stronger effect; one-dose cellular ATP content (survival), % at 20 µM; EC50 in µM for titrated hits; 190,000 tested, under 10 active;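 active means EC50 below 50 µM in the dose-response confirmation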;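 further: death triggered by thapsigargin at about 15 µM added after 2 h compound pretreatment; cell ATP read after overnight thapsigargin exposure of roughly 18 to 22 hours; normalized against plate controls of thapsigargin alone and 5% DMSO vehicle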
NTR1 agonist cell count 20 µM: further read-out of NTR1 agonist, marked with its call; cell count; measured here: cell count, cytotoxicity flag
* hit, by the source's call; i = inactive; . = not tested or not shown; [ ] = dose if it differs, or a comment. Unless noted, no stated cut-off is given here; in the data, active means inhibition above about 50%; inactive means the rest. The list is partial (hit frequency here may not be typical).

Compound | NTR1 agonist cell count 20 µM | Yfh1-off respiration | CSM14.1 death rescue | KOR beta-arrestin-2 | KOR beta-arrestin-1 | NTR1 agonist | GPR55 beta-arrestin | HEK293 NOD2/NF-kB | TNAP activators | NOD1 inhibition
O=C(O)COc1c(F)c(F)c(C(F)(F)F)c(F)c1F | 83 | i | -2.9% | -8.9% | -25% | 9.3 | 0.0% | 3% | 1 | -13%
COCCN(C(=O)CCC(=O)Nc1nccs1)C(C(=O)NC(C)(C)C)c1ccc(F)cc1 (stereo not drawn) | 59 | . | . | -0.7% | -16% | -1.7 | 0.3% | 6% | . | -1%
CC1CC(C)CN(C(=O)CCNS(=O)(=O)c2ccc3c(c2)CCC(=O)N3)C1 (stereo not drawn) | 97 | i | -2.5% | -2.2% | 50% | 2.6 | -0.1% | -4% | 1 | -33%
O=Cc1cn(CC(O)Cn2cc(C=O)c3ccccc32)c2ccccc12 | 48 | . | . | -2.6% | 16% | 0.9 | 0.0% | -6% | . | -6%
CCN(CC)c1ccc(N2C(=O)/C(=C/c3ccccn3)SC2=S)cc1 | 52 | i | . | 2.1% | -6% | 9.7 | -0.1% | 1% | . | -13%
COc1cccc(NC(=O)CCN2CCC(C(N)=O)CC2)c1 | 75 | i | 1.1% | 9.7% | 28% | -0.6 | -1.0% | 2% | 1.1 | -3%
CCOC(=O)c1cn(CC)c2cc(N3CCN(C)CC3)c(F)cc2c1=O | 69 | . | . | 4.6% | -6% | -2.0 | 0.0% | 6% | . | -12%
CC(C)CNC(=O)c1cccc(C(=O)NCC(C)C)c1 | 55 | i | -1.2% | 2.5% | -23% | -1.7 | -0.1% | 7% | 1.1 | -10%
CCOC(=O)C1CCCN(C(=O)C(C)Oc2ccc(Cl)cc2Cl)C1 (stereo not drawn) | 65 | i | . | 3.1% | -13% | -0.3 | -0.1% | -10% | 1.1 | -19%
CC(=O)Nc1cccc(NC(=O)C2CCCN2C(=O)Nc2ccc(C)cc2)c1 (stereo not drawn) | 86 | i | 2.9% | 2.6% | -5% | -1.7 | 0.1% | 13% | 1.2 | -11%
O=C(CSc1nnc(CNc2ccc(F)cc2)n1Cc1ccccc1)N1CCOCC1 | 86 | i | -0.6% | 0.5% | -12% | -1.4 | -0.2% | 11% | 0.9 | 25%
Cc1cc(C)cc(NC(=S)N2CCN(c3ncccn3)CC2)c1 | 81 | i | -1.0% | -3.1% | 25% | 0.2 | -0.2% | -1% | 1.1 | -21%
Cc1ccccc1NC(=S)N(CCCN1CCOCC1)Cc1ccccn1 | 63 | i | 1.4% | 1.7% | 19% | -1.1 | 0.2% | 8% | 1 | -9%
CC[N+]1=C(C)C(C)(C)c2cc(C)ccc21 | 60 | i | -12% | -11% | -37% | -3.5 | -0.4% | -1% | 1 | 8%
CC(C)N(C(=O)CN(C#N)c1nc(N(C)C)nc(N(C)C)n1)c1ccccc1 | 48 | i | 1.2% | 4.0% | 5% | -1.0 | -0.2% | 8% | 1.1 | 8%
C=CCOc1c(CNn2cn[nH]c2=S)cccc1OC | 56 | i | -0.7% | -2.1% | -4% | 1.9 | -0.1% | -2% | 0.9 | -55%
Cc1ccc(S(=O)(=O)N2CCN(CC(=O)Nc3ccc4c(c3)CCC4)CC2)cc1C | 61 | i | 4.0% | 2.2% | 17% | 0.0 | 0.1% | 9% | 1.3 | -1%
Cc1cc(C)n2c(SCc3ccc(C#N)cc3)nnc2n1 | 70 | i | -2.6% | 4.0% | -48% | 0.8 | -0.1% | -10% | 1.1 | .
COc1ccc(C2c3[nH]c4ccccc4c3C[C@H]3C(=O)N(c4ccccc4C(=O)N4CCC[C@H]4C(=O)O)C(=O)N23)cc1 (stereo partly drawn) | 79 | . | . | -1.9% | 7%[20 µM] | -2.4 | -0.2% | -8% | . | -32%
Cc1ccc(N2CCN(c3ccc(NCc4nc5ccccc5n4C)cc3)CC2)cc1 | 69 | i | 1.3% | 8.7% | -8% | 2.4 | -0.1% | -20% | 1 | -17%
COc1ccc(CCNC(=O)c2ccc(SC)cc2OC)cc1 | 54 | i | 3.3% | 4.5% | 6% | 0.8 | 0.2% | 3% | 1 | -47%
Cc1[nH]c2ccccc2c1C(=O)C(=O)NCCC1=CCCCC1 | 27 | i | -2.3% | 1.3% | 12% | 0.9 | -0.5% | 7% | 1.1 | -32%
Cc1ccn2cc(C(=O)Nc3nnc(C)s3)nc2c1 | 69 | i | 4.2% | -10% | 1% | -0.5 | 0.2% | -25% | . | -4%
Cn1cnnc1SCC(=O)NC1CCCN(Cc2ccc(Cl)cc2)C1 (stereo not drawn) | 59 | . | . | 2.2% | -3% | 1.5 | -0.1% | -8% | . | -5%
O=C(C[n+]1ccccc1)N/N=C/c1ccc(O)cc1 | 46 | i | -1.2% | . | -12%[20 µM] | -0.6 | -0.1% | 6% | 1.1 | -24%
CC1=NN(c2ccccc2)C(=O)C1C(=O)c1ccccc1 (stereo not drawn) | 65 | i | 0.0% | -0.6% | 6% | 1.0 | -0.2% | 11% | 1 | -33%
Cc1ccc(-c2nnn(CC(=O)N(c3ccc(F)cc3)C(C(=O)NC3CCCC3)c3ccncc3)n2)o1 (stereo not drawn) | 36 | . | . | -0.1% | -7% | 0.5 | 0.3% | -20% | . | -32%
O=C(NCc1cccnc1)C(=O)NCC1CCCO1 (stereo not drawn) | 98 | i | -1.2% | -7.4% | -9% | -1.3 | 0.5% | 8% | 1.1 | -42%
Cc1ccc(NC2=C(NC(=O)c3ccccc3)C(=O)c3ccccc3C2=O)cc1Cl | 89 | i | -2.5% | -3.0% | -18% | 7.0 | 0.1% | -1% | 1 | -11%
COc1ccccc1OC(=O)Nc1ccc(Cl)cc1 | 42 | . | . | -14% | 7% | 1.7 | -0.1% | 6% | . | 4%
O=C(Nc1nc(-c2cccc(Br)c2)cs1)Oc1ccccc1 | 49 | i | 12% | -2.7% | 16% | 3.8 | 0.2% | 12% | 1.1 | .
Cc1ccc(C(=O)COC(=O)c2ccc(Br)o2)cc1C | 90 | i | 2.4% | 0.4% | 26% | 1.7 | -0.2% | 13% | 1.2 | -14%
CC1CCC(NC(=O)CN(C)S(=O)(=O)c2ccc3c(c2)CCC(=O)N3)CC1 (stereo not drawn) | 68 | . | . | -1.0% | 2% | 0.7 | -0.2% | 1% | . | 17%
C[C@@H]1C2CC(C/C2=N\NC(=O)c2ccncc2)C1(C)C (stereo partly drawn) | 68 | . | . | 2.7% | -19% | -0.7 | 0.3% | 4% | . | -22%
COc1ccc(NC(=O)N2CCNC(=O)C2CC(=O)Nc2ccc(F)cc2)cc1 (stereo not drawn) | 58 | . | . | -1.4% | 15% | -1.4 | -0.1% | 7% | . | -9%
Oc1ccccc1C1Nc2cccc3cccc(c23)N1 | 36 | i | 0.6% | 8.6% | 3% | -0.1 | -0.2% | 0% | 1 | 8%
O=C(O)C(Cc1c[nH]c2ccccc12)N1C(=O)C2C3c4ccccc4C(c4ccccc43)C2C1=O (stereo not drawn) | 47 | i | -1.0% | -3.7% | -19%[20 µM] | 0.6 | -0.1% | 10% | 1 | -26%
O=C(c1ccccc1[N+](=O)[O-])N1CCC(Cc2ccccc2)CC1 | 76 | i | 3.2% | -3.5% | 13% | -1.4 | 0.0% | 0% | 1 | 25%
CCn1c(SCC(=O)N/N=C(\C)c2ccncc2)nnc1-c1ccc(C)cc1 | 56 | i | . | -0.5% | -5% | -1.0 | 0.2% | -4% | . | -7%
O=C(Cc1cccs1)N1CCN=C1SCc1ccccc1Cl | 42 | i | . | -0.4% | -8% | 1.0 | 0.5% | 13% | 1.1 | -21%
CC(C)CC(C(=O)OCC(=O)c1c(N)n(C)c(=O)n(C)c1=O)N1C(=O)c2ccccc2C1=O (stereo not drawn) | 50 | i | -3.4% | 2.5% | -16% | 3.0 | -0.1% | -6% | 1 | -4%
CCC1CCCCN1CCCNC(=O)CN1C(=O)COc2ccccc21 (stereo not drawn) | 60 | . | . | -1.2% | -13% | -0.5 | 0.2% | 12% | . | -26%
CC(C)C(NS(=O)(=O)c1ccc2c3c(cccc13)C(=O)N2)C(=O)O (stereo not drawn) | 53 | i | -0.6% | -0.2% | 36% | 0.7 | -0.1% | 6% | 1.1 | -6%
COC(=O)CCCC1=CC2=C(c3ccccc3)C(=O)C(C)(OC(=O)C3CCCC3)C(=O)C2=CN1CC(C)C (stereo not drawn) | 94 | i | . | -1.0% | 26% | -4.7 | -0.1% | 8% | . | 8%
COc1cccc(C(C)NC(=S)NCc2ccc(Cl)cc2)c1 (stereo not drawn) | 45 | i | -1.7% | -0.5% | -5% | 0.2 | 0.0% | 14% | 1.2 | 18%
O=C(COC(=O)c1ccccc1O)Nc1ncc(Cl)cc1Cl | 66 | i | -0.5% | -6.8% | 1% | 1.7 | 0.3% | 14% | 1 | -26%
COc1ccc(F)cc1COc1nc(C)nc2ccccc12 | 57 | . | . | 0.0% | -8% | -0.1 | 0.2% | 26% | . | 17%
Cc1occc(=O)c1OCc1ccc(Cl)cc1Cl | 80 | . | . | -3.1% | -14% | -1.7 | 0.0% | -8% | . | 2%
CC1CCCC(C)N1C(=O)c1cc(-c2ccco2)on1 (stereo not drawn) | 51 | . | . | -1.3% | -41% | -0.2 | 0.0% | 3% | . | 20%
O=C(Nc1ccccc1)c1ccc(NCC2CCCO2)c([N+](=O)[O-])c1 (stereo not drawn) | 67 | i | -0.3% | -2.6% | 28% | -0.2 | -0.1% | -48% | 0.9 | -35%
N/C(=N\O)c1cn(Cc2ccccc2Cl)c2ccccc12 | 67 | . | . | -8.8% | -27% | 2.9 | -0.1% | -12% | . | -6%
COCCNC(=O)c1c(N)n(/N=C/c2cccs2)c2nc3ccccc3nc12 | 63 | i | 0.1% | -1.8% | -32% | 5.3 | -0.1% | 13% | 1.2 | -29%
